# Cav32 inh = blocks human Cav3.2 T-type calcium channel; B-score at 10 µM; O95180; Cav3.2-expressing cells, Fluo-4 calcium fluorescence FDSS; active compounds read low; AID 449739; 100,000 compounds, 4% hits;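 active = single-dose well whose peak fluorescence ratio is a statistical outlier from its plate by either plate-standardised score or position-corrected B-score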
# Target sequence (O95180 whole entry, looked up): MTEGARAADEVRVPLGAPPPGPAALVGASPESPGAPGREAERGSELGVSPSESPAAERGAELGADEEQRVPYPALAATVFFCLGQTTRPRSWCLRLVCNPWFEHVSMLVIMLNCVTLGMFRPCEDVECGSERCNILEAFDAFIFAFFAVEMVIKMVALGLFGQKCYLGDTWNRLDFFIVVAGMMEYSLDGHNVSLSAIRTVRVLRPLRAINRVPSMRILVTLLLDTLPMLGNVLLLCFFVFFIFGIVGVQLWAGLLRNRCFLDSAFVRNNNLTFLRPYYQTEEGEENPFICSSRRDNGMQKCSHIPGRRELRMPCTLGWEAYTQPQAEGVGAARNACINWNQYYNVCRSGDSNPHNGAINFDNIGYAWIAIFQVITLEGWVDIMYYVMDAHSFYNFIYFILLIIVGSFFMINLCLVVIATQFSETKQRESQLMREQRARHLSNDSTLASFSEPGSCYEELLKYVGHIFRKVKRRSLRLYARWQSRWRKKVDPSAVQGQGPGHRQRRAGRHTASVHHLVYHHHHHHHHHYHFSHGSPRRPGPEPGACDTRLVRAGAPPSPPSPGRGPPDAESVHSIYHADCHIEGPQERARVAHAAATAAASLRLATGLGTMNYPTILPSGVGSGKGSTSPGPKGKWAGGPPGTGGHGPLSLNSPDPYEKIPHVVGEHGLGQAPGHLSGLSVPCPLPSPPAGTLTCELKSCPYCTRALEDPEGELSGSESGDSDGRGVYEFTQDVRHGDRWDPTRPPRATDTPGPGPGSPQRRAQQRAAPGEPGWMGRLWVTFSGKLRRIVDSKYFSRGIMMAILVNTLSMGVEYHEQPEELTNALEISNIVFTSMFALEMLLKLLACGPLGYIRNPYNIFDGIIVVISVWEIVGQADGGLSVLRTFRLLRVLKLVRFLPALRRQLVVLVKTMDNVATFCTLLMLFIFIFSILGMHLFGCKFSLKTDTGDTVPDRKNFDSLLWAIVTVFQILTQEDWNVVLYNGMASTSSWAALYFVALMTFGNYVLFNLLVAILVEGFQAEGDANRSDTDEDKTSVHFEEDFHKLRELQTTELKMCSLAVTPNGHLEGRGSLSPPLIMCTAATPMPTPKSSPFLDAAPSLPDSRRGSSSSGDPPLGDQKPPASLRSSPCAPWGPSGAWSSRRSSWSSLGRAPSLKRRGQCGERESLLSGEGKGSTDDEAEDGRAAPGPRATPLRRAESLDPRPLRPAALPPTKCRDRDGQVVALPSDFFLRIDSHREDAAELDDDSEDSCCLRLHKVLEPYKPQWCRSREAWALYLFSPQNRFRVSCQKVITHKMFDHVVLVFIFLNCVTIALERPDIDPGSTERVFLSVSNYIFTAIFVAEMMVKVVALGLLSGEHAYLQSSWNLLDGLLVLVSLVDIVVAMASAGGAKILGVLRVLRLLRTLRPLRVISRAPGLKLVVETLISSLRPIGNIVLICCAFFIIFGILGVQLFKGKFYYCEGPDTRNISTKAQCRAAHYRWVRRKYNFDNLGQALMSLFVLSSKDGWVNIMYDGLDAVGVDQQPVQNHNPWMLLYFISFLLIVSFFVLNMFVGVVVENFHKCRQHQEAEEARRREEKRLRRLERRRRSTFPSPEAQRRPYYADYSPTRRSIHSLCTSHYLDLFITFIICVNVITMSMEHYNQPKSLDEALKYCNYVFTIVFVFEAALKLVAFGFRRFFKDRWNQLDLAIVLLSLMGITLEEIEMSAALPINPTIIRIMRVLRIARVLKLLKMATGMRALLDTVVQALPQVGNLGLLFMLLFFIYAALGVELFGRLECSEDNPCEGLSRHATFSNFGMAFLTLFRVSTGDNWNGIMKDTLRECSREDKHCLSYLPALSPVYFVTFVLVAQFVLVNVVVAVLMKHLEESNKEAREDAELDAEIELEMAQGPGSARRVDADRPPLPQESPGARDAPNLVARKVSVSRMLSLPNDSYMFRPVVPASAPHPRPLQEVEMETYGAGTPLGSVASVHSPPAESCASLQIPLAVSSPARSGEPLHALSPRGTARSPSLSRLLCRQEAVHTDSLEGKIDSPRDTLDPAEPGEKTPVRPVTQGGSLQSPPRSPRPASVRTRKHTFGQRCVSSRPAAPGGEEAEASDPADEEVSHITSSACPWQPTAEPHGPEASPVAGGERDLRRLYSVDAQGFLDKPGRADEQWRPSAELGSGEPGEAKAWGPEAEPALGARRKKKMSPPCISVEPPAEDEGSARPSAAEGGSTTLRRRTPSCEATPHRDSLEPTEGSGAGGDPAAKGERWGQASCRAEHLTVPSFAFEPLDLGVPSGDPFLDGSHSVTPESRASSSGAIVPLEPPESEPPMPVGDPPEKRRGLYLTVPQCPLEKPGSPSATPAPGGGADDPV
# Active calls of the source: *.
No.	Compound	Cav32 inh
1	CC(Sc1ncnc2ccccc12)C(=O)Nc1ccc2c(c1)OCO2 (stereo not given)	-0.97
2	CC(C)n1ncc(C(N)=O)c1N	0.0062
3	N#Cc1cccc(NC(=O)CCn2ccnc2)c1	-0.066
4	Cc1cnn(CCC(=O)NNC(=S)Nc2ccc(F)cc2)c1	0.8
5	CC1CCN(c2nc(-c3ccco3)c3c(c2C#N)CC(C)(C)OC3)CC1	0.45
6	CCc1nnc(NC(=O)CSc2nnc(-c3ccco3)n2C)s1	0.51
7	CC(C)(C)n1ncc2c(=O)n(CC(=O)c3ccccc3)cnc21	0.076
8	Cc1cccc(C)c1NC(=S)NC(=O)CCc1ccccc1	-2.3
9	O=C1Nc2ccccc2OC1CC(=O)N1CCN(c2cccc(C(F)(F)F)c2)CC1 (stereo not given)	-3.8
10	COc1ccc(CCN2C(=O)c3[nH]nc(-c4ccccc4O)c3C2c2cccc(Cl)c2)cc1 (stereo not given)	-2.1
11	CCC(CC)C(=O)N=C1SC2CS(=O)(=O)CC2N1CCc1ccc(OC)cc1 (stereo not given)	-3.1
12	Cc1ccc(NC(=O)NC2CCCN2S(=O)(=O)c2ccc(Cl)cc2)cc1 (stereo not given)	-1.6
13	Cc1noc(C)c1COc1ccc(C(=O)OCC(=O)NC23CC4CC(CC(C4)C2)C3)cc1	-0.25
14	CCCCC1=CC2=C(c3ccco3)C(=O)C(C)(OC(=O)c3ccc(OC)cc3)C(=O)C2=CN1Cc1ccccc1 (stereo not given)	-1.3
15	O=C(/C=C/c1ccc(Cl)cc1Cl)NCc1ccco1	-3.6
16	COc1ccc(C)cc1NC(=O)CSc1nnc(COc2ccc(C)cc2)n1Cc1ccco1	-4
17	O=C(c1ccc(CN2CCOCC2)cc1)N1CCN(c2cccc(Cl)c2)CC1	0.53
18	COc1ccccc1NC(=O)CN(c1ccc(C23CC4CC(CC(C4)C2)C3)cc1)S(C)(=O)=O	-2.1
19	CC1=C(C)C(=O)OC(C(C)C2CCC3C4CC=C5CC(OC6OC(COC7OC(CO)C(O)C(O)C7O)C(O)C(O)C6O)CC(O)C5(C)C4CCC23C)C1 (stereo not given)	-0.35
20	COc1cccc(NC(=O)CN2C(=O)C3(OCCCO3)c3ccccc32)c1	0.57
21	O=C(O)/C=C/C(=O)NNC(=O)c1ccccc1Br	0.68
22	COc1cc(NC(=O)C(F)(F)F)cc(OC)c1	-1.1
23	C/C=C\C=C\C(=O)Nc1cccc(C2=NOC3(C2)C[C@H](C(N)=O)N(C(=O)c2ccccc2C(=O)c2ccccc2)C3)c1 (stereo not given in full)	0.4
24	C=CCn1c(=O)/c(=C\c2ccsc2)s/c1=C(/C#N)C(=O)NCCN1CCOCC1	1.9
25	O=C(NCc1ccncc1)Nc1ccccc1	-0.57
26	Cc1cc(=O)n(CCC(=O)O)c2ccccc12	-2.2
27	O=C(Nc1ccc(-c2nnc(-c3ccccc3)o2)cc1)C1CCCO1 (stereo not given)	-0.14
28	C[N+]1(CCN2C(=O)C3CC=C(Cl)CC3C2=O)CCOCC1 (stereo not given)	0.015
29	N#Cc1c(NC(=O)CCN2C(=O)c3ccccc3C2=O)oc(-c2ccccc2)c1-c1ccccc1	-7.2*
30	CCS(=O)(=O)NCc1csc(C)n1	0.63
31	CCn1c2ccccc2c2cc(NC(=O)CSc3nnnn3-c3ccccc3)ccc21	-1.1
32	COc1ccc(C2N(c3ccc(Cl)cc3)C(=O)C3CCCN32)cc1 (stereo not given)	-1

# Another view of some results above.
No.	Cav32 inh	molecule
29	-7.2*	N#Cc1c(NC(=O)CCN2C(=O)c3ccccc3C2=O)oc(-c2ccccc2)c1-c1ccccc1
25	-0.57	O=C(NCc1ccncc1)Nc1ccccc1
32	-1	COc1ccc(C2N(c3ccc(Cl)cc3)C(=O)C3CCCN32)cc1 (stereo not given)
28	0.015	C[N+]1(CCN2C(=O)C3CC=C(Cl)CC3C2=O)CCOCC1 (stereo not given)
30	0.63	CCS(=O)(=O)NCc1csc(C)n1
27	-0.14	O=C(Nc1ccc(-c2nnc(-c3ccccc3)o2)cc1)C1CCCO1 (stereo not given)

# Continued.
No.	Compound	Cav32 inh
33	CCOCCn1c(C(C)C)nc2ccccc21	-0.51
34	CN(C)c1ccnc2sc(C(=O)NCc3ccccc3)c(N)c12	-0.29
35	CSc1cccc(NC(=O)CN(c2ccccc2)S(=O)(=O)N(C)C)c1	-2.9
36	c1ccc(-c2cc(-c3nn4c(-c5ccco5)nnc4s3)c3ccccc3n2)cc1	-0.76
37	O=C(COc1ccc2oc(-c3ccccc3)cc(=O)c2c1)NCc1ccco1	-0.074
38	CCC(C)NC(=O)CC1Oc2ccc(C)cc2NC1=O (stereo not given)	0.32
39	Cc1c(C(=O)Oc2cccc3ccccc23)cnn1-c1ccccc1	-1
40	CCOc1ccc(-n2c(Cc3ccccc3)nnc2SCc2c(C)noc2C)cc1	-4.3*
41	C=CCn1c(C(C)NC(=O)C(C)(C)C)nc2ccccc21 (stereo not given)	1
42	Cn1c(=O)[nH]c(=O)c2c1nc(N1CCCCCC1)n2CCN1CCCCCC1	0.66
43	CSc1nc2ccccc2cc1/C=C(\C#N)c1ccc(Cl)cc1Cl	0.29
44	CCOC(=O)N1CCC(NC(=O)Cn2ncc3ccccc32)CC1	-0.69
45	Cc1c(NC(=O)OCCNC(=O)COc2c(Cl)cccc2Cl)sc(=S)n1C	0.1
46	O=C(Nc1ccccc1F)N(CCCN1CCOCC1)Cc1cc2cc3c(cc2[nH]c1=O)OCCO3	0.43
47	Cc1ccc2c(c1)nnn2C1CCN(C(=O)NC23CC4CC(CC(C4)C2)C3)CC1	0.11
48	COc1ccccc1NC(=O)CSc1nnc(C)n1CCc1ccccc1	0.46
49	Cc1ccc(S(=O)(=O)N2CCCCC2)cc1C(=O)Nc1ccc2cn[nH]c2c1	-1.6
50	COC(=O)c1[nH]c2cccc(Cl)c2c1NC(=O)CN1CCCCC1C (stereo not given)	0.042
51	COC(=O)CSc1nnc(CNC(=O)Cc2ccccc2)n1C	0.28
52	CCOc1ccc(Cl)cc1Nc1nc(NCCO)nc(N2CCCC2)n1	0.87
53	CCN(CC)CCCNC(=O)CCc1ccccc1	0.29
54	Fc1ccc(-c2cc3nc4c(c(N5CCOCC5)n3n2)CCCC4)cc1	-4.2
55	CCOC(=O)c1nnn(-c2nonc2N)c1COc1c(C=O)cccc1OC	1.1
56	O=C(C1CC1)N1CCN=C1SCc1ccccc1	0.58
57	CC(=O)c1cc(CN2C(=O)CCC2=O)cs1	-1.3
58	COC(=O)C1=C(C)OC(N)=C(C#N)C1c1ccsc1 (stereo not given)	1.7
59	Cn1c(=O)n(C)c2cc(/C=N/NC(=O)c3cccc(Br)c3)ccc21	1.8
60	COC(=O)c1ccccc1NC(=O)CSc1n[nH]c(C)n1	0.0047
61	COc1cc(OC)cc(-n2nnnc2SCC(=O)N2CCCc3ccccc32)c1	0.25
62	OC(CN(c1ccccc1)c1ccccc1)Cn1cnc2ccccc21 (stereo not given)	-5*
63	COc1ccccc1NS(=O)(=O)c1ccc2oc(SC3CCOC3=O)nc2c1 (stereo not given)	-0.53
64	COc1ccc(NC(=O)CC(C)C)c(OC)c1	-0.33

# Arranged by value in Cav32 inh (ascending): 3 of the compounds above
No. | structure | Cav32 inh
57 | CC(=O)c1cc(CN2C(=O)CCC2=O)cs1 | -1.3
61 | COc1cc(OC)cc(-n2nnnc2SCC(=O)N2CCCc3ccccc32)c1 | 0.25
59 | Cn1c(=O)n(C)c2cc(/C=N/NC(=O)c3cccc(Br)c3)ccc21 | 1.8

# More compounds follow:
No.	Compound	Cav32 inh
65	N#Cc1cc(-c2ccccc2)nnc1Sc1ccc(F)cc1	1.6
66	NC(=O)[C@@H]1CCNc2c(I)cc([N+](=O)[O-])cc2C(=O)N[C@@H](CO)C(=O)N[C@@H](Cc2ccc(O)cc2)C(=O)N1	-0.056
67	COCCn1nnnc1C(c1cc2cc(C)ccc2[nH]c1=O)N1CCN(C2CCCCC2)CC1 (stereo not given)	-0.64
68	O=C(CSc1nnc(-c2cccnc2)n1C1CCCCC1)NC1CCCC1	0.36
69	CCOc1ccc2nc(NC(=O)CCC(=O)c3cccs3)sc2c1	-0.0019
70	Cc1cccc(CSc2nnc(Cn3c(=O)sc4ccccc43)n2C)c1	-0.79
71	O=C(O)CCCC(=O)N1CCc2cc(S(=O)(=O)N3CCc4ccccc43)ccc21	1.2
72	O=C(CSC(=S)N1CCCCC1)Nc1nc(-c2ccccc2)c(-c2ccccc2)o1	-4*
73	Cc1cc(N2CCCc3ccccc32)n2ncnc2n1	-0.13
74	COC(=O)c1ccc(C2C(C(=O)Nc3ccccc3C)=C(C)Nc3ncnn32)cc1 (stereo not given)	-0.091
75	CCCCC1=CC2=CC(=O)C(C)(OC(=O)c3cnc4ccccc4n3)C(=O)C2=CO1 (stereo not given)	0.44
76	O=C(CC(=O)c1ccccc1O)c1cccc(F)c1	-3.2
77	Cn1c(/C(C#N)=C/C2CC=CCC2)nc2ccccc21 (stereo not given)	0.41
78	COc1cc(C(=O)NNC(=O)NC2CCCCC2)cc(OC)c1OC	0.15
79	CCc1ccc(Nc2ncc3c(n2)CC(c2ccco2)CC3=O)cc1 (stereo not given)	-1.1
80	CC1CCc2c(sc(N)c2C(=O)OC(C)C)C1 (stereo not given)	0.01
81	COc1ccc(N2CCN(C(=O)c3sc4nc(-c5ccc(F)cc5)cn4c3C)CC2)cc1	-0.31
82	CC1CCN(c2nc3c(c(=O)n(C)c(=O)n3C)n2CCSc2nc3ccccc3s2)CC1	-1.3
83	Cc1nc2c(C(=O)O)cnn2c(C)c1Cc1ccccc1F	0.79
84	Cc1cc(-c2ccccc2)c(C#N)c(SCC(N)=O)n1	0.63
85	CC(=O)Nc1ccc(NC(=O)CSc2ncnn2-c2ccccc2)cc1	-0.42
86	CCOc1ccc(N2CC(O)Cn3c2nc2c3c(=O)n(CCCc3ccccc3)c(=O)n2C)cc1 (stereo not given)	-0.99
87	CCOC(=O)c1sc2cccc(Cl)c2c1N	-0.014
88	COC(=O)c1cc(Br)c(=O)n(Cc2ccc(C(=O)O)cc2)c1	0.63
89	COc1cccc(NC(=S)N(CCc2c(C)[nH]c3ccccc23)Cc2ccco2)c1	-2.7
90	COc1ccc(CN2C(=O)c3cccnc3C2Nc2cc(Cl)ccc2OC)cc1 (stereo not given)	-0.72
91	Cc1noc(C)c1C(=O)N1CCN(c2ncccn2)CC1	0.026
92	O=C(/C=C/c1ccccc1)N1CCN(c2cccc(Cl)n2)CC1	-0.18
93	CC(=O)N1CCc2cc(S(=O)(=O)CCC(=O)Nc3ccc4c(c3)OCCO4)ccc21	0.068
94	CCN(CCCNC(=O)C1CCN(S(=O)(=O)N2CCC3(CC2)OCCO3)CC1)c1ccccc1	0.22
95	CCN1C(=O)/C(=C/N(C(C)=O)c2ccccc2)N(c2ccccc2)C1=S	-2.1
96	Cc1cc2nnc(SCc3ccccc3)n2c(N)n1	0.0071
97	COc1ccccc1N1CCN(Cc2cc(=O)n3ccsc3n2)CC1	0.4
98	CCn1cc(C(=O)N2CCOCC2)c(=O)c2cc(S(=O)(=O)N(C)C3CCCCC3)ccc21	-1.1
99	Cc1cc(OCCN2CCCCC2)nc2ccccc12	1.1
100	CC(C)c1nc(SCC(=O)NCc2ccccc2)n[nH]1	-0.082
101	Cc1ccccc1-c1ccc(C=Nc2c(C)n(C)n(-c3ccccc3)c2=O)o1	-0.58
102	CC(=O)Nc1ccc(S(=O)(=O)Nc2nccc(C3Cc4ccccc4C(=O)O3)n2)cc1 (stereo not given)	-0.032
103	COc1ccc(C2CC(c3cccs3)=Nc3ccccc3S2)cc1OC (stereo not given)	-3
104	CC(=O)SCC(Cc1ccccc1)C(=O)NCC(=O)OCc1ccccc1 (stereo not given)	-5.2*
105	O=C(NCc1ccccc1)c1ccc2c(c1)C(=O)N(Cc1ccncc1)C2=O	-0.21
106	O=C(CSc1ncn[nH]1)N1CCN(S(=O)(=O)c2ccccc2)CC1	0.29
107	COCCNC(=O)CN(C)S(=O)(=O)c1ccc2c(c1)OCCO2	0.13
108	O=c1c2ccccc2ncn1-c1ccc2c(c1)OCCO2	0.35
109	CCOC(=O)c1ccc(-c2ccc(CO)o2)cc1	0.76
110	Cc1cc(NC(=O)CSCCO)no1	-0.71
111	CCn1c2ccc(CC(=O)O)cc2c2cc(CC(=O)O)ccc21	0.031
112	O=C(CN1CCCCC1)Nc1ccc(S(=O)(=O)NC2CCCCC2)cc1	-1.8
113	CCCCNC(=O)c1sc2ncnc(N3CCc4ccccc4C3)c2c1C	-5.1*
114	Cc1nn(-c2nc3ccccc3s2)c(N)c1-c1ccc(Cl)cc1	-0.82
115	CC1(C)Cc2c(sc3c2c(=N)n(Cc2ccco2)c(=O)n3CC(=O)Nc2ccccc2)CO1	-1.2
116	Cc1cccc(CN2C(=O)[C@H]3Cc4c([nH]c5ccccc45)C(C)(C)N3C2=O)c1	-1.1
117	Cc1nn(Cc2ccc(C(=O)Nc3ccc(C(=O)OC(C)C)cc3)o2)c(C)c1Cl	-0.87
118	CC1CN(C(=O)CN2C(=O)c3ccccc3S2(=O)=O)CC(C)O1 (stereo not given)	0.66
119	Cc1ccc(C)c(NS(=O)(=O)c2cc(C(=O)Nc3ccccc3-c3ccccc3)ccc2C)c1	-1.1
120	CCCCNC(=O)N1CCOCCOCCN(C(=O)NCCCC)CCOCCOCC1	0.064

# Next section:
No.	Compound	Cav32 inh
121	O=C(CSc1ncnc2sc3c(c12)CCCCC3)NCc1ccco1	-2
122	O=C(CNC(=O)c1ccco1)Nc1cc(Cl)ccc1N1CCOCC1	0.76
123	COc1ccc(NC(=O)CN2CCN(C3c4ccccc4-c4ccccc43)CC2)cc1	-0.56
124	CC(C)NC(=O)C(=O)NNC(=O)C12CC3CC(CC(C3)C1)C2	0.091
125	CSCCC(NC(=O)c1ccco1)C(=O)NCc1ccc(F)cc1 (stereo not given)	0.6
126	CCn1c(Cc2ccccc2)nnc1SCC(=O)NC1CC1	1.4
127	COC(=O)c1ccc(NC(=O)CN2CCCC2)cc1	0.33
128	O=C(c1cnc2n(c1=O)CCS2)N1CCN(C(c2ccccc2)c2ccc(Cl)cc2)CC1 (stereo not given)	-1.2

# Screening results deposited in PubChem by Vanderbilt High Throughput Screening Facility.

# A portion of the library. The share of hits here may be higher or lower than overall.
